Screens deposited in PubChem by several laboratories.
AddAB inh – less growth of phage-infected E. coli with AddAB; E. coli expressing H. pylori AddAB, absorbance growth; inhibition, % at 11.9 µM; hit rate 0.29% among 330,000; AID 435030; in the data active = inhibition above about 12%;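 also: 0% = vehicle wells of infected cells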
PfHsp90 yeast 2 – growth inhibition of yeast expressing Plasmodium Hsp90; S. cerevisiae expressing PfHsp90, BacTiter-Glo ATP, 48 h; yeast lacking PDR1 and PDR3 efflux regulators; inhibition, % at 9.4 µM; hit rate 0.32% among 310,000;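 active = every replicate shows inhibition above about 80%, whatever the replicate mean, limit read from the data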;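 also: 0% = DMSO neutral controls and 100% = 20 µM radicicol positive controls; yeast relying on Plasmodium falciparum Hsp90 in place of its own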
Mot1-301 SUMO – inhibitors of SUMOylation pathway: yeast Mot1-301 growth rescue; S. cerevisiae Mot1-301 growth rescue, ATP luminescence, 38.5C; percent above DMSO median, 100 means doubled; growth rescue, % at 18.8 µM; hit rate 1% among 320,000; AID 2716;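 active = every valid replicate shows activation above 250% relative to neutral control wells; inactive = the rest, any valid replicate at or below 250%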;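 also: OY570 slx delta 5 strain wells were the positive control but not used for scaling; some compounds called inactive have numbers as strong as hits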
PKA-R1A act – PKA-R1A complex activation | hit rate 0.083% among 340,000 | activation, % at 11.4 µM | PKA-R1A dissociation, Cy5-IP20 fluorescence polarization; scaled: DMSO 0%, 113 µM cGMP 100% | P00514+P68181;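 active = percent activation above the mean of all tested compounds plus 3 SD, cut at about 19% in these data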;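 also: higher means more PKAc released from R1A so a rise in polarization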
Tat export inh – blocks Tat-dependent protein export in E. coli | E. coli MC4100 TorA-mCherry Tat export, fluorescence | inhibition, % at 10 µM | hit rate 0.036% among 340,000 | AID 488895;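 active = mean replicate inhibition at least 50% and at least half of replicates individually reaching 50%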;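 also: exported cargo escapes ClpAP degradation while cytoplasmic cargo is degraded and loses fluorescence; 0% = median of neutral control wells and 100% = median of NaSCN control wells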
Pemphigus Ab inh – human desmoglein-3 autoantibody binding inhibition | DSG3-coupled beads, scFv-anti-DSG3-GFP binding, flow cytometry; hits give low values | binding (percent of control), % at 10 µM | hit rate 0.48% among 310,000 | AID 588358;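 active = binding more than 3 SD below its plate's average and above zero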;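 also: hits lower antibody fragment binding to DSG3; some compounds called inactive have numbers as strong as hits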
Target sequence (P32926 whole entry, looked up, the tested form may be a part): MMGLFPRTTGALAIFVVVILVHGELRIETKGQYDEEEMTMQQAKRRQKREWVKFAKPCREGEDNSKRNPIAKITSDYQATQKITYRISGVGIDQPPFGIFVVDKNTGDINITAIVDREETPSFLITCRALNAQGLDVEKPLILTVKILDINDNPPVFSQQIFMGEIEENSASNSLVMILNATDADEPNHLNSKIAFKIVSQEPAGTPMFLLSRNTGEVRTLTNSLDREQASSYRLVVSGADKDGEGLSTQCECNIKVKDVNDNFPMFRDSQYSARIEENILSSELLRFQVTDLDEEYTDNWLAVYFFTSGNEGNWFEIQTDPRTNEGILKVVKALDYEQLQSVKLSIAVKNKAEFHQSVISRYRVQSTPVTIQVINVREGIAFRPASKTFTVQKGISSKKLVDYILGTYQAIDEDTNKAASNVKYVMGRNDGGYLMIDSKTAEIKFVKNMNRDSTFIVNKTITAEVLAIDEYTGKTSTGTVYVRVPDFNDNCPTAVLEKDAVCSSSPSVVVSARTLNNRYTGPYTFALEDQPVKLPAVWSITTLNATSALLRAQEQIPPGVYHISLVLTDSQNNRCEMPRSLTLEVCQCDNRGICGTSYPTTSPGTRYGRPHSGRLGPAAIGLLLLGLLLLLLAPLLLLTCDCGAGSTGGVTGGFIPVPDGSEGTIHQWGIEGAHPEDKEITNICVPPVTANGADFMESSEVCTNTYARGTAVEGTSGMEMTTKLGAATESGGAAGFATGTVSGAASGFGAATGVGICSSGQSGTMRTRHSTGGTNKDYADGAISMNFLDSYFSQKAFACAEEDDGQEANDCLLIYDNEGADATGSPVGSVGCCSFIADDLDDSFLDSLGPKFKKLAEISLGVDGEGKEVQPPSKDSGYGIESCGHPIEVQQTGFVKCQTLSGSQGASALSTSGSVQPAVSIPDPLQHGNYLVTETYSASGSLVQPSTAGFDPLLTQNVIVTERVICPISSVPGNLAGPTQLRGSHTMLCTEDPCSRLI
Arrestin-AP2 inh – human beta-arrestin and AP2 interaction inhibition. FITC-arrestin peptide / GST-AP2 beads, flow cytometry; AP2 beta2 appendage carries R879A mutation. hit rate 0.31% among 340,000. AID 504490. inhibition, % at 10 µM;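 active = inhibition above a set limit, near 3 SD of compounds lacking own fluorescence, cut at about 54% in these data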;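 also: plate controls were DMSO wells for no effect and 5 µM unlabelled arrestin peptide for full effect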
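Assay system: GST-AP2 R879A bound to glutathione beads, E. coli-expressed; Medium: PBS with 0.05% Tween 20 and 0.1% BSA; Also added: fluorescein-tagged arrestin peptide at 50 nM final; Timing: 12 min plus 1 h, RT; Measured by: flow cytometry, FL1 (488/535 nm); Evaluation: percent drop in bead-associated FITC signal.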
OPRM1-OPRD1 inv – mu-delta opioid heterodimer inverse agonism. P35372+P41143. inhibition, % at 9.3 µM. cell-based MOR-DOR heterodimer luminescence. hit rate 0.21% among 340,000; in the data active = inhibition above about 22%, passing the limit was not always enough;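 also: 0% = cells with DMSO and 100% = wells without cells with DMSO; values of inactives mirror those of a sister screen read the other way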
Ecoli viability – reduces bacterial viability in AddAB counter-screen. E. coli V3065 growth, OD600 absorbance, 18 h. inhibition, % at 11.9 µM. hit rate 0.27% among 330,000;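 active = inhibition above the campaign's mean inhibition across all tested compounds plus 3 SD, cut at about 9.9% in these data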;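 also: uninfected addAB+ strain grown without phage in ampicillin broth; 0% = DMSO wells and 100% = ciprofloxacin 0.95 µg/ml wells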
MOR-DOR ag – agonists of human mu-delta opioid receptor heterodimerization. P35372+P41143. cells, OPRM1-OPRD1 heterodimerization, luminescence. activation, % at 9.3 µM. hit rate 0.3% among 340,000. AID 504326; in the data active = activation above about 18%;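 also: 0% = vehicle-treated cells and 100% = reference agonist; values of inactives mirror those of a sister screen read the other way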
phage Ecoli inh – E. coli growth loss with phage present; growth absorbance; inhibition, % at 11.9 µM; hit rate 0.26% among 360,000; in the data active = inhibition above about 11%
Numbers without * were called inactive; x = not tested or not shown.

Each structure is followed by: AddAB inh	PfHsp90 yeast 2	Mot1-301 SUMO	PKA-R1A act	Tat export inh	Pemphigus Ab inh	Arrestin-AP2 inh	OPRM1-OPRD1 inv	Ecoli viability	MOR-DOR ag	phage Ecoli inh
- O=C(Nc1ccc(F)cc1)N1CCN(C(=O)C2CCCO2)CC1 (centres undefined)
→ 0.4	-7.5	1.5	-1.6	4.0	x	-9.2	15.2	3.5	-2.8	-1.6
- Cc1cc(=O)[nH]c(SCC(=O)Nc2nnc(SCc3ccccc3)s2)n1
→ 3.8	1.7	-7.8	-7.9	-5.0	103.9	4.7	-4.6	1.0	0.8	6.0
- COc1ccc(NC(=O)CN(C2CCCCC2)S(C)(=O)=O)cc1Cl
→ -1.1	-7.0	x	-3.6	1.3	96.1	-6.8	-17.3	-3.7	3.4	0.4
- O=C(NCCc1ccccc1)C1CCC(=O)N(Cc2cccc(C(F)(F)F)c2)C1 (centres undefined)
→ x	14.7	-4.1	-7.2	-1.2	115.6	0.8	14.9	x	-4.6	-0.2
- O=C(Nc1cccc(-c2nc3cccnc3s2)c1)c1ccc(Cl)nc1
→ 0.4	-19.3	20.5	-12.3	-0.1	91.6	-7.5	-34.1	-0.2	6.6	-0.6
- O=C(OCN1C(=O)c2ccccc2C1=O)c1cccc(OC(F)F)c1
→ 2.7	10.7	19.3	3.4	-1.8	104.4	21.1	-22.9	-2.5	2.8	2.6
- N#CCCCSc1ncccc1-c1nc2ccccc2[nH]1
→ 1.5	11.9	-7.3	-2.0	1.6	103.2	-1.2	8.6	-1.7	-1.6	0.9
- Cc1ccc(-n2nc(C)c3c(C)c(CCC(=O)Nc4ccc(CN5CCCC5)cc4)c(C)nc32)cc1
→ 2.4	-17.3	17.4	-11.7	1.0	104.4	15.9	7.4	-3.9	-1.4	-0.8
- Cc1ccsc1/C=C1/CN(C)Cc2c1nc1ccccc1c2C(=O)O
→ 0.9	16.0	12.2	-8.3	-0.3	87.1	23.6	-3.3	-0.3	0.6	1.3
- C=C(C)Cn1c(CCNC(=O)c2ccco2)nc2ccccc21
→ 2.4	4.0	-3.6	4.8	3.3	100.2	25.3	-10.2	-3.7	1.2	-1.4
- O=C(NC1CCCC1)C(c1ccncc1)N(Cc1cccs1)C(=O)c1csnn1 (centres undefined)
→ 2.1	-1.6	18.5	-1.3	-8.9	107.0	9.0	9.2	-1.0	-1.7	3.5
- COc1ccc(OCCCC(=O)NCCc2ccccc2)cc1
→ 3.5	-17.3	-15.9	-3.5	3.9	133.9	-7.9	16.3	-0.2	-3.0	-0.1
- COc1cc(C2NC(C(=O)O)Cc3c2[nH]c2ccccc32)cc(OC)c1OC (centres undefined)
→ 2.5	30.4	-0.3	1.4	-0.1	106.2	12.6	1.7	-1.6	-0.3	0.8
- Cc1cc(SCC(=O)OCC(=O)NC(C)c2ccccc2)c(C)cc1Br (centres undefined)
→ 3.4	41.0	13.9	-7.7	6.6	108.1	-1.6	-25.2	-2.1	4.9	2.8
- O=C(NCCN1CCOCC1)c1ccc2c(c1)ncn2C1CCCC1
→ 2.0	10.7	4.4	-9.5	-4.1	99.5	-4.5	11.1	2.7	-1.9	1.8
- O=C(O)C(=O)/C(=C\c1cccc2ccccc12)c1ccc2ccccc2n1
→ -0.8	-15.7	-16.9	0.5	-3.5	109.8	-8.6	14.0	-0.2	-2.8	-0.5
- CC(C)(C)NC(=O)C(c1ccccc1)N(C(=O)C1CSC(=O)C1)c1ccccc1 (centres undefined)
→ 0.6	9.0	0.6	-5.3	1.0	94.3	-3.2	-15.1	2.3	2.4	-0.5
- COc1ccccc1NC(=O)Nc1nc(CC(=O)NCc2ccc(F)cc2)cs1
→ -0.3	x	-2.8	-7.2	1.6	104.8	12.2	-1.2	2.5	0.2	4.1
- COC(=O)C1=CN(Cc2ccc(OC)c(OC)c2)C=C(C(=O)OC)C1c1ccccc1F
→ x	-18.8	-21.3	3.8	2.5	100.2	2.9	3.5	x	-0.7	-0.3
- Cc1ccc(O)c(NC(=O)c2cc([N+](=O)[O-])ccc2Cl)c1
→ 5.4	9.4	2.6	4.3	4.5	102.1	-5.3	-10.9	3.3	2.2	2.3
- COCCCn1c(C(=O)NCCN2CCOCC2)cc2c(=O)n3ccccc3nc21
→ 1.1	5.6	-15.5	9.2	-9.2	104.0	8.2	11.5	0.8	-2.1	2.1
- O=[N+]([O-])c1cnc(Nc2ccc(Cl)cn2)c([N+](=O)[O-])c1
→ 3.5	-41.1	-10.6	-0.6	-15.4	91.4	-20.3	-29.1	-0.2	6.1	1.8
- O=C(CN1CCN(c2ccccn2)CC1)Nc1ccccc1Br
→ -1.4	-14.7	-20.3	-11.5	1.8	86.1	22.0	6.9	-0.4	-1.5	0.9
- O=C(COc1ccccc1)Nc1ccccc1F
→ 0.0	-2.4	11.4	3.0	0.7	113.7	32.4	12.1	0.0	-2.5	1.5
- O=C1NCCN1c1ccccc1
→ x	x	x	3.6	2.7	92.8	-0.7	4.3	x	-0.9	1.9
- CSc1ccc(OC2CCCCC2NS(=O)(=O)c2ccc(Cl)cc2)cc1 (centres undefined)
→ 1.1	-59.8	7.1	-7.8	17.2	90.2	-1.0	-45.8	-1.1	9.2	2.3
- CC(Sc1n[nH]c(-c2cccs2)n1)C(=O)Nc1ccc(C(N)=O)cc1 (centres undefined)
→ 2.3	-4.9	-3.0	3.2	-6.5	87.1	-14.8	5.6	1.2	-1.3	1.8
- COc1ccc([N+](=O)[O-])cc1NCc1cccc([N+](=O)[O-])c1
→ 3.5	0.2	-0.2	-7.3	4.6	88.1	3.4	0.5	2.3	-0.1	4.2
- Cc1ccc(/C=N/NC(=O)c2csc3c2CCCC3)cc1
→ 2.2	x	2.5	1.1	-7.4	105.1	2.9	11.2	-0.1	-2.3	1.9
- Cc1cccc(-c2noc(-c3ccno3)n2)c1
→ 0.1	14.0	1.3	2.6	-5.2	112.3	10.1	-2.1	-2.1	0.4	-0.3

(cont.)
Each structure is followed by: AddAB inh	PfHsp90 yeast 2	Mot1-301 SUMO	PKA-R1A act	Tat export inh	Pemphigus Ab inh	Arrestin-AP2 inh	OPRM1-OPRD1 inv	Ecoli viability	MOR-DOR ag	phage Ecoli inh
- Cc1ccc(C(=O)N2CCOCC2)cc1Cl
→ 1.0	x	-6.2	-5.7	-2.8	101.3	-2.9	8.3	0.0	-1.5	2.1
- CCCCn1c(N)c(C(=S)NC(=O)CC(C)C)c(=O)n(C)c1=O
→ x	-36.1	x	-6.3	-2.7	120.1	6.7	-2.1	x	0.4	x
- Cc1c(/C=N/O)c2ccccn2c1C=O
→ 2.5	-0.6	-4.2	2.6	-1.1	100.8	9.8	8.0	-0.9	-1.5	5.3
- CCOC(=O)N1CCN(C(=O)CSCC(=O)N=c2sc3cc(OC)ccc3n2C)CC1
→ x	-8.0	x	-5.7	2.0	96.6	-2.3	4.8	x	-0.9	1.1
- COc1ccc(-c2nnc(SCC(=O)NC(=O)NCc3ccccc3)o2)cc1
→ 1.9	13.8	x	-0.4	-8.1	78.5	0.1	-4.2	-0.2	0.8	2.5
- CN(C(=O)c1ccc(NC(=O)Cc2cccc(NC(=O)C3CCCN(C(=O)C4CCCC4)C3)c2)cc1)C1CCCC1 (centres undefined)
→ 2.0	x	17.1	3.9	-4.6	108.4	-1.5	1.9	-1.2	-0.3	2.1
- COc1cc(C)nc(Nc2nc(C)c(C(C)=O)s2)n1
→ 1.4	-23.6	10.7	4.2	-7.7	96.6	1.7	-1.8	-4.1	0.3	-0.3
- COC(=O)c1[nH]c2ccc(C)cc2c1NC(=O)Oc1ccccc1
→ 0.0	-9.0	-16.5	5.3	-2.7	97.3	7.0	-2.3	-0.7	0.4	-1.9
- C=CCC(CC=C)(C(N)=O)c1ccccc1
→ 2.4	x	-14.4	7.3	3.4	114.6	-6.5	3.0	-1.4	-0.6	2.2
- CCCC(O)(CCC)C(=O)NN(C(=O)CCl)c1ccccc1
→ 2.4	4.5	-5.9	-9.0	3.0	104.9	-4.5	2.3	-0.6	-0.3	2.3
- Cc1ccc(NC(=O)c2cc(-c3cccs3)on2)cc1C
→ 3.0	-2.0	-31.1	-3.7	-5.9	99.0	28.9	8.5	1.7	-1.7	-1.2
- Cc1nc(C(=O)Nc2ccc(Cl)cc2)nn1-c1ccc([N+](=O)[O-])cc1
→ 0.2	13.5	76.6	-1.4	1.1	100.0	0.3	-5.4	1.2	1.1	1.2
- CN(CC(=O)Nc1cccc(F)c1)C(=O)c1cccnc1Sc1ccccc1
→ 0.0	42.4	218.0	1.2	2.9	110.6	2.2	13.4	1.5	-2.6	-0.9
- COc1cc(NC(=O)c2cccc([N+](=O)[O-])c2)ccc1NC(=O)c1cc2ccccc2o1
→ 0.6	-3.3	-10.3	-7.7	-6.6	151.5	-2.9	14.1	1.4	-2.5	0.2
- CON(C)C(=O)CCC1CCCN1C(=O)OC(C)(C)C (centres undefined)
→ 2.4	-0.5	3.0	-4.8	-10.6	89.8	10.3	9.0	-0.7	-1.9	x
- Cc1oc(-c2ccccc2)cc1C(=O)NCc1ccncc1
→ 4.2	-3.2	212.4	7.2	-8.5	129.5	13.4	7.2	-0.7	-1.4	3.5
- COc1ccc2c(c1)nc(NCCCO)n2Cc1ccccc1
→ 3.3	-13.5	-7.4	6.2	-0.9	102.2	-2.2	14.1	2.8	-2.7	0.1
- CCOc1ccccc1N(CC(=O)Nc1cccc(OC)c1)S(=O)(=O)c1ccccc1
→ -0.5	-7.2	-6.9	-8.6	4.8	116.9	5.6	-1.1	-2.5	0.2	1.3
- Fc1ccc(COc2ccc(-c3nnco3)cc2)c(Cl)c1
→ 1.5	-4.6	98.9	-7.3	5.8	101.1	33.3	17.1	0.3	-3.2	2.2
- CC(NC(=O)C(=O)N1CCCCC1)C(c1cccs1)N1CCN(C)CC1 (centres undefined)
→ 0.3	4.8	-17.8	-4.5	-2.9	100.5	1.0	8.2	0.1	-1.6	1.2
- COc1ccc(-c2csc3ncnc(N4CCN(c5ccccc5[N+](=O)[O-])CC4)c23)cc1
→ -3.0	-1.9	-5.8	-12.8	2.1	97.6	-1.4	15.9	0.0	-3.1	x
- CC1(C)CC(CCN(Cc2ccccc2)C(=O)c2ccco2)(c2ccccc2)CCO1 (centres undefined)
→ 1.2	-12.6	-9.1	-3.7	13.5	105.9	-5.2	-33.8	1.6	4.7	1.6
- O=C(CSc1nnc(CNC(=O)c2ccccc2F)o1)c1ccc(Cl)cc1
→ -1.8	-29.2	-10.4	-1.8	3.1	68.6	-4.8	-4.6	-2.3	0.8	2.4
- Cc1nnc(Nc2ccc3c(c2)ncn3C)c2ccccc12
→ 2.1	-1.8	-3.8	2.9	3.1	96.8	7.5	15.6	-0.4	-3.1	2.1
- Cc1ccc(C(C)C)c(OCC(=O)NNC(=O)Nc2ccccc2)c1
→ 5.5	4.7	-11.7	3.7	-2.0	x	-14.2	-13.6	3.2	2.8	1.4
